# Screening data as filed in PubChem BioAssay.
# Kir21 block – inhibitors of mouse Kir2.1 inward-rectifier potassium channel; AID 1672, 2009; HEK293-Kir2.1, FluxOR thallium flux fluorescence; hits give low values; B-score at 10 µM; 310,000 tested, 0.85% active;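 active = fluorescence ratio B-score at or below minus 3 SD of library scores, with starting-brightness B-score within 2 SD, cut at about -4.2 in these data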;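 also: channel flux triggered by added potassium and thallium sulfate stimulus; B-score of peak minus minimum fluorescence over baseline after thallium stimulus; more negative B-score means stronger Kir2.1 block with less thallium influx; some compounds called inactive have numbers as strong as hits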
# Target sequence (P35561 whole entry, looked up): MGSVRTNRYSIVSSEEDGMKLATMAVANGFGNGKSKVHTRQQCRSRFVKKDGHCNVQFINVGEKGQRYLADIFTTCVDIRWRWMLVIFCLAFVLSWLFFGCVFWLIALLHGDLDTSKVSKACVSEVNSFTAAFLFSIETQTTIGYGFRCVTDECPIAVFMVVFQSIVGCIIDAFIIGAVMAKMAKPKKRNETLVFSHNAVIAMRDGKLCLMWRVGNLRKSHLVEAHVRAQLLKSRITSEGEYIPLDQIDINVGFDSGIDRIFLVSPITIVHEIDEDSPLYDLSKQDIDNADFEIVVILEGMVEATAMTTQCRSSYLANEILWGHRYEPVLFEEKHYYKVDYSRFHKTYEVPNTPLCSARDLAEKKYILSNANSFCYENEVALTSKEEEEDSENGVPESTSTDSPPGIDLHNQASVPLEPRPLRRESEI
# CHT inh – inhibitors of human choline transporter CHT | High affinity choline transporter 1 (Homo sapiens), Q9GZV3 | CHT-expressing cells, membrane potential dye, choline response; hits give low values | B-score at 10 µM | 310,000 tested, 0.86% active | AID 488975, 2010;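 active = B-score over 3 SD under the library average, and starting fluorescence ratio not unusually high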;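 also: choline stimulus applied at its EC90 after an EC20 pre-addition; B-score computed on integrated fluorescence ratio after choline addition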
# Target sequence (Q9GZV3 whole entry, looked up): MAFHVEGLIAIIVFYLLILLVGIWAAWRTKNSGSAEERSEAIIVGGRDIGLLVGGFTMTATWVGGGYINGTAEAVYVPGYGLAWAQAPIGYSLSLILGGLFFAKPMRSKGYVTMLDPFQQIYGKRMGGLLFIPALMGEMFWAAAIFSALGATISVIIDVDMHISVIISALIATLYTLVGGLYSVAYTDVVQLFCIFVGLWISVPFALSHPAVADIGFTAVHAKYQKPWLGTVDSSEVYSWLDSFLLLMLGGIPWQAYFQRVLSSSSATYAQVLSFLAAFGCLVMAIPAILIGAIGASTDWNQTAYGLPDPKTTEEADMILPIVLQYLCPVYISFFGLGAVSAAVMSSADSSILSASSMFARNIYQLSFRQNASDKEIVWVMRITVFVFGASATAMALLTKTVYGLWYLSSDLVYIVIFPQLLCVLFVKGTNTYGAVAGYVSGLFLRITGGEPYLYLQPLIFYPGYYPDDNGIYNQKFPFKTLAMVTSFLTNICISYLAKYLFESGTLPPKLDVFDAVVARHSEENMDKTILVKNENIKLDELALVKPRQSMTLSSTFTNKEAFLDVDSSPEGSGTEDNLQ
# Numbers without * were called inactive; i = inactive; / = not tested or not shown.
molecule | Kir21 block | CHT inh
C=C(C)COc1ccc(-c2n[nH]c(C)c2-c2ccccc2)c(O)c1 | 0 | i
CCOC(=O)c1cnn(C)c1NC(=O)c1ccc(Cl)cc1Cl | 2 | i
Cc1cc(C)c(-n2nnnc2SCC(=O)c2cccs2)c(C)c1 | 0.3 | i
COc1ccc(C(c2nnnn2CS(=O)(=O)c2ccc(C)cc2)N2CCN(c3ncccn3)CC2)cc1 (stereo not given) | 0.27 | i
CC(=O)c1ccc(N(C)C)cc1 | 1.7 | i
Cc1cc(C)c(S(=O)(=O)Nc2ccc3[nH]c(=O)[nH]c3c2)c(C)c1 | -0.32 | i
CCC1(C)Cc2ccccc2-c2nc[nH]c(=O)c21 (stereo not given) | -0.68 | i
CN(CC(=O)Nc1cccc(F)c1)C(=O)CCCc1nc2ccccc2c(=O)[nH]1 | -0.26 | i
CCc1ccccc1NC(=O)CN1CCC(NC(=O)COC)CC1 | -0.62 | i
Cc1nccn1-c1ccc(C=O)cc1 | 0.67 | i
Nc1cc(N)nc(SCC(=O)N2CCN(S(=O)(=O)c3ccccc3)CC2)n1 | -0.26 | i
CC(=O)c1ccc(N2CCN(C(=O)Nc3ccc(C(C)C)cc3)CC2)cc1 | -0.08 | i
CCc1ccccc1NC(=S)N(CCc1ccncc1)C(C)C | -0.36 | i
COc1ccc(NCC(=O)Nc2ccccc2C#N)cc1Cl | -0.72 | i
O=C(NC1C2CC3CC(C2)CC1C3)C1CC1 (stereo not given) | -2.6 | i
O=C(c1c(F)c(F)c(F)c(F)c1F)N1CCN(Cc2ccc3c(c2)OCO3)CC1 | 2.4 | i
Cn1c(SCCOc2ccccc2Cl)nnc1-c1ccncc1 | -0.02 | i
Cc1cccc2cc(CNC3CCCC3)c(Cl)nc12 | 0.69 | i
COc1cc(/C=N/NC(=O)C(=O)NCc2ccco2)cc(Cl)c1O | -0.02 | i
O=C(NCCCN1CCCC1)c1ccc2c(c1)N(Cc1ccccc1)CCS2 | 1.1 | -5.4*

# Remaining list, next part:
molecule | Kir21 block | CHT inh
CCCCOc1ccc(NC(=O)CN2CCN(C(=O)OCC)CC2)cc1 | 0.48 | i
CCC(O)C1CCN(C(=O)c2cc(COc3ccc4ncccc4c3)on2)CC1 (stereo not given) | -0.3 | i
Cc1cc(C)c2c(N)c(C(=O)c3ccc(Cl)cc3Cl)sc2n1 | 0.82 | i
COc1ccc(-c2ccc3c(N)c(C(=O)c4ccc(OC)c(OC)c4)sc3n2)cc1 | 0 | i
CCn1cc(C(=O)N2CC=C(c3ccccc3)CC2)c(=O)c2ccc(C)nc21 | -0.49 | i
CCN(CC)CCN1C(=O)c2oc3ccccc3c(=O)c2C1c1cccc(Br)c1 (stereo not given) | -1.2 | i
COC(=O)c1cc(S(=O)(=O)N2CCN(c3cccc(Cl)c3)CC2)c[nH]1 | 0.42 | i
COc1ccc(C(=O)N/N=C(\C)CC(=O)N2CCN(C=O)CC2)cc1 | 0.19 | i
c1ccc(-n2cnc3cc(NCc4ccco4)ccc32)cc1 | 0.01 | i
Cc1cc(OCC(=O)Nc2ccc(S(=O)(=O)N3CCN(C)CC3)cc2)cc(C)c1Cl | -0.33 | i
O=C(O)CSCC(=O)Nc1cc(C(F)(F)F)ccc1Cl | -1.1 | i
CNC(=S)N(CCc1c(C)[nH]c2ccc(Cl)cc12)Cc1cccs1 | -2.6 | i
CCOC(=O)C1=NNC(C(=O)c2ccc(Cl)cc2)C1c1ccc(OC)cc1 (stereo not given) | -0.17 | i
CC1Oc2ccccc2C=C1/C=N/Nc1ccc(C(=O)O)cc1 (stereo not given) | 3.5 | i
O=C(Cc1ccc(Cl)cc1)Nc1ccc(S(=O)(=O)Nc2cnc3ccccc3n2)cc1 | 0.27 | i
CCC(=O)N1CCc2cc(S(=O)(=O)Nc3ccc4c(c3)OCCO4)ccc21 | 1.2 | i
CC1(C)CC2(CC(c3ccc(F)cc3)c3ccc(O)cc3O2)NC(=S)N1 (stereo not given) | 0.69 | i
COc1cc(/C=N/NC(=O)C23CC4CC(CC(C4)C2)C3)cc(Br)c1O | 0.51 | i
CCOc1ccc(OCC)c(NC(=O)CN2CCN(c3cccc(C)c3C)CC2)c1 | / | i
CN(C)/C=C\C(=C/C(=O)C(F)(F)F)Nc1ccccc1Oc1ccccc1 | -0.23 | i

# Going on with the list.
molecule | Kir21 block | CHT inh
Cc1sc(NC(=O)CS(=O)(=O)c2ccccc2)c(C#N)c1C | 0.34 | i
CCC(=O)c1cn(CC(=O)Nc2c(C)cccc2C)c2ccccc12 | -0.15 | i
Cc1cc(/C(N)=N/OC(=O)Nc2cccc(C(F)(F)F)c2)no1 | -0.59 | i
CCOC(=O)CNC(=O)Cn1cnc2c(nnn2-c2ccc(OC)cc2)c1=O | -1.1 | i
N#CC1=C(S)N(c2ccccc2)C(c2ccc(-c3ccccc3Cl)o2)NC1=O (stereo not given) | -1.9 | i
Cc1ccsc1C=Nc1ccc(O)cc1 | -0.94 | i
Cc1ccc(CCP(=O)(O)CN2CCOCC2)cn1 | 1.7 | i
Cc1sc(NC(=O)C2CCCO2)c(C(N)=O)c1C (stereo not given) | 0.46 | i
O=C(N/N=C/c1ccc2c(c1)OCO2)C(=O)Nc1ccccc1 | -0.8 | i
COc1ccc2ccccc2c1C1NC(=O)NC(C)=C1[N+](=O)[O-] (stereo not given) | 0.49 | i
COc1ccc(C2NCCc3c2[nH]c2ccccc32)cc1CSc1nc2ccccc2s1 (stereo not given) | -0.47 | i
O=C(c1ccco1)N1CCN(S(=O)(=O)Cc2ccc(Cl)cc2)CC1 | 0.14 | i
CCCC1CC(C)(c2csc(Nc3ccc(OCC)cc3)n2)OC1=O (stereo not given) | -2.3 | i
COCc1cc(S(=O)c2ccc(Cl)cc2)nc(C)n1 (stereo not given) | -0.06 | /
CSCc1ccc(C(=O)NCc2ccc(C)cc2)cc1 | -0.93 | i
CCOC(=O)c1cc(NC(=O)N(C(C)C)C(C)C)c(C)nc1C | -2.4 | i
CCN(CC)S(=O)(=O)c1ccc2c(c1)c(=O)c(C(=O)N1CCN(c3ccccn3)CC1)cn2C | -0.46 | i
COC(=O)c1sccc1NS(=O)(=O)c1ccccc1 | 0.82 | i
O=C(CSc1nnc2n1CCCCC2)Nc1ccc(N2CCOCC2)cc1 | 2 | i
C=CCOc1ccccc1CN1CCCC(CCC(=O)N(C)CCc2ccccn2)C1 (stereo not given) | 0.05 | i

# Rewritten with the structure last: part of the list above
Kir21 block,CHT inh,compound
-0.32,i,Cc1cc(C)c(S(=O)(=O)Nc2ccc3[nH]c(=O)[nH]c3c2)c(C)c1
-0.68,i,CCC1(C)Cc2ccccc2-c2nc[nH]c(=O)c21 (stereo not given)
-0.26,i,CN(CC(=O)Nc1cccc(F)c1)C(=O)CCCc1nc2ccccc2c(=O)[nH]1
-0.62,i,CCc1ccccc1NC(=O)CN1CCC(NC(=O)COC)CC1

# For reference, 3 of the compounds above:
molecule | Kir21 block | CHT inh
CCOC(=O)CNC(=O)Cn1cnc2c(nnn2-c2ccc(OC)cc2)c1=O | -1.1 | i
N#CC1=C(S)N(c2ccccc2)C(c2ccc(-c3ccccc3Cl)o2)NC1=O (stereo not given) | -1.9 | i
Cc1ccsc1C=Nc1ccc(O)cc1 | -0.94 | i

# The listing continues.
molecule | Kir21 block | CHT inh
COc1cccc(NC(=O)CSc2nnc(CN3CCOCC3)n2C)c1 | -1.2 | i
CC(C)(C)NCCOCCOc1ccc(Cl)cc1C(C)(C)C | -1 | i
Cc1cc(C)nc(NC(=O)c2ccc(C)c(C)c2)n1 | 1.9 | i
O=C(NC(=S)Nc1ccc(-c2nc3ncccc3o2)cc1)c1ccccc1F | 1.9 | i
Cc1c(NC(=O)CN2c3cccc4cccc(c34)S2(=O)=O)c(=O)n(-c2ccccc2)n1C | -0.27 | i
COc1ccc(S(=O)(=O)N2CCN(CCc3ccccc3)CC2)cc1 | 0.37 | i
O=C(CC1CCCCC1)Nc1ncn[nH]1 | -1.1 | i
c1cncc(CSc2nnc3ccc(-c4cccs4)nn23)c1 | 0.74 | i
O=C(Oc1ccc(-c2nnco2)cc1)c1ccc(F)c(S(=O)(=O)N2CCOCC2)c1 | 0.69 | i
Cc1cc(C(=O)N2CCN(S(C)(=O)=O)CC2)cs1 | -0.26 | i
CCOC(=O)C1=C(C)Nc2sc(C(=O)c3ccc(Br)cc3)c(N)c2C1c1ccc(C(=O)OC)cc1 (stereo not given) | -0.6 | i
Cc1ccc(OCC(=O)NNC(=S)NC(=O)c2cccs2)c(C)c1 | -0.95 | i
N/C(=N\OC(=O)c1ccc2c(c1)OCO2)c1ccc([N+](=O)[O-])cc1 | -0.9 | i
COc1ccc(C(=O)CCc2ccccc2)c(O)c1 | 2 | i
CNC(=S)NNC(=O)COc1ccc(C)c(C)c1 | -1.8 | i
O=C(N/N=C/c1ccccn1)c1cc(-c2ccccc2Cl)n[nH]1 | 0.04 | i
Cc1ccc(CN2C(=O)CCC2C(=O)NCc2ccco2)cc1 (stereo not given) | -1.6 | i
Cc1nn(Cc2ccc(F)cc2)c(C)c1NC(=O)c1cnn2c1NC(c1cccs1)CC2C(F)(F)F (stereo not given) | -0.49 | i
COCCCN1C(=O)N(c2ccccc2)C(=O)C1CC(=O)Nc1ccc(F)cc1 (stereo not given) | 1.2 | i
COc1ccc(NC(=O)CN2CCC(C(N)=O)(N3CCCCC3)CC2)cc1 | 0.68 | i

# The listing continues.
molecule | Kir21 block | CHT inh
Fc1ccc(NCc2nnc(SCc3ccccc3)o2)cc1 | -1.5 | i
COC(=O)c1cc(S(=O)(=O)Nc2cccc(C)c2C)cn1C | 0.36 | i
C/C(=N\NC(=O)C(O)(c1ccccc1)c1ccccc1)c1ccc(NC(=O)CCCC(=O)O)cc1 | 0.81 | i
Cc1cc(NC(=O)C2CC2)ncc1NC(=O)c1ccccn1 | -0.02 | i
Cc1ccc(NS(=O)(=O)c2cccc(C(=O)O)c2)cc1S(=O)(=O)N1CCCCC1 | 0.07 | i
COC(=O)Nc1sc2c(c1C(=O)NC1CC1)CCCCCC2 | 0.51 | i
CCCCOc1c(Br)cc(/C=N/O)cc1OCC | -7.3* | i
COC(=O)c1cc(Br)c(=O)n(-c2nccs2)c1 | -0.8 | i
CC(C)C1CC(c2ccccc2)(C(CN)CO)CCO1 (stereo not given) | -0.34 | i
Cc1ccc(C)c(NC(=O)CSc2nnc(-c3ccncc3)o2)c1 | 1 | i
CCOc1ccc(OCC)c(NC(=O)CN2CCN(c3cccc(C)c3)CC2)c1 | 1.1 | i
COc1ccc(-c2cc(C(=O)OCC(=O)c3c(N)n(C)c(=O)n(C)c3=O)c3ccccc3n2)cc1 | 0.56 | i
Cc1ccc(-n2ncc(C#N)c2/N=C/N(C)C)cc1 | 1.5 | i
O=C(Cn1ccc2ccccc2c1=O)NCC(=O)N1CCN(c2ccc(F)cc2)CC1 | 0.68 | i
Cc1ccc(S(=O)(=O)N(C)C)cc1-n1c(SCC(=O)Nc2ccc(F)c(F)c2F)nc2ccccc2c1=O | 0.06 | i
COc1ccc(NS(=O)(=O)c2cn(C)nc2C)cc1 | -1.1 | i
COc1ccc(C2C(C(C)=O)=C(O)C(=O)N2C)c(OC)c1 (stereo not given) | 1.5 | i
CCN(CC)c1ccc(/C=N/NC(=O)C(O)c2ccccc2)cc1 (stereo not given) | 1.2 | i
O=C(Nc1cnc2ccccc2c1)c1ccco1 | 1.9 | i
COc1ccc(N2CC(C(=O)N[C@H](C(=O)NC(C)c3ccccc3)C(C)C)CC2=O)cc1 (stereo not given in full) | -0.89 | i

# More records
molecule | Kir21 block | CHT inh
CCOC(=O)C1CCCN(c2cc(=O)n(-c3ccccc3Cl)c(=O)[nH]2)C1 (stereo not given) | -1.1 | i
Cc1ccccc1C1CC(c2ccc(Br)cc2)Nc2nc(N)nn21 (stereo not given) | 0.91 | i
COc1cc(/C=N/O)cc(Br)c1OS(=O)(=O)c1ccc(C)cc1 | -10* | i
CCc1ccc(NC(=O)NNC(=O)c2cc3ccccc3cc2O)cc1 | -0.07 | i
C=C(C)Cn1c(=S)[nH]c2ccccc2c1=O | -1.5 | i
COC(=O)c1[nH]c2ccccc2c1NC(=O)CCN1CCSCC1 | 1 | i
CC1CC(C)(C)NC(=S)N1CCC(=O)Nc1ccc2c(c1)OCCO2 (stereo not given) | 0.39 | i
CC(C)CN(C(=O)COC(=O)c1cncc(Br)c1)c1c(N)n(Cc2ccccc2)c(=O)[nH]c1=O | -0.02 | i
CC(=O)Nc1ccc(S(=O)(=O)N2CCN(C(=O)c3ccco3)CC2)cc1 | 0.19 | i
Cc1ccc2c(c1)N(CC(=O)NCCCN1CCCCC1)C(=O)c1cccnc1O2 | 2.1 | i
Cc1cc(OCCOCCN(C)C)ccc1Cl | -0.4 | i
Cc1ccc(S(=O)(=O)N2CCN(c3ccnc4cc(Cl)ccc34)CC2)cc1 | 0.19 | i
CCOC(=O)c1sc(N2N=C(C)/C(=C\c3ccc(OCC(=O)OC)cc3)C2=O)nc1C | 0.05 | i
COc1ccccc1-c1n[nH]c(=S)n1Cc1ccco1 | -0.94 | i
CN(C)S(=O)(=O)N1CCN(C(=O)c2ccc3c(c2)OCO3)CC1 | 1.6 | i
Cc1ccc(NC(=O)COc2ccc(Br)cc2C)cc1 | -1.8 | i
CC(NC(=O)c1ccco1)C(c1cccs1)N1CCN(c2ccccc2)CC1 (stereo not given) | 0.83 | i
CCc1ccc(/C=C2\Oc3cc(OC(=O)N4CCOCC4)ccc3C2=O)cc1 | 0.35 | i
CCN(CC)CCCNC(=O)COc1ccc2oc3c(c2c1)CCCC3 | 0.04 | i
c1ccn2c(SCc3ccc4c(c3)OCO4)nnc2c1 | -0.06 | i
Clc1ccc(OCCCN2CCCC2)cc1Cl | -0.14 | i
CSCC[C@H](NC(=O)OC(C)(C)C)C(=O)N/N=C/c1cccc2nccnc12 | -2 | i
Cc1ccccc1COC(=O)CCC1=NS(=O)(=O)c2ccccc2N1 | -0.76 | i
